Screens deposited in PubChem by several laboratories.
TRPC4 inh – inhibitors of mouse TRPC4 channel, primary screen, Fluo4 calcium, HEK293 TRPC4beta/mu-opioid cells. Short transient receptor potential channel 4 (Mus musculus), Q9QUQ5. DAMGO-evoked Fluo4 calcium flux; hits give low values. B-score at 10 µM. 300,000 tested, 0.39% active;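 active = B-score over 3 SD under the library average, no early fluorescence shift, positive overall ratio signal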
Target sequence (Q9QUQ5 whole entry, looked up): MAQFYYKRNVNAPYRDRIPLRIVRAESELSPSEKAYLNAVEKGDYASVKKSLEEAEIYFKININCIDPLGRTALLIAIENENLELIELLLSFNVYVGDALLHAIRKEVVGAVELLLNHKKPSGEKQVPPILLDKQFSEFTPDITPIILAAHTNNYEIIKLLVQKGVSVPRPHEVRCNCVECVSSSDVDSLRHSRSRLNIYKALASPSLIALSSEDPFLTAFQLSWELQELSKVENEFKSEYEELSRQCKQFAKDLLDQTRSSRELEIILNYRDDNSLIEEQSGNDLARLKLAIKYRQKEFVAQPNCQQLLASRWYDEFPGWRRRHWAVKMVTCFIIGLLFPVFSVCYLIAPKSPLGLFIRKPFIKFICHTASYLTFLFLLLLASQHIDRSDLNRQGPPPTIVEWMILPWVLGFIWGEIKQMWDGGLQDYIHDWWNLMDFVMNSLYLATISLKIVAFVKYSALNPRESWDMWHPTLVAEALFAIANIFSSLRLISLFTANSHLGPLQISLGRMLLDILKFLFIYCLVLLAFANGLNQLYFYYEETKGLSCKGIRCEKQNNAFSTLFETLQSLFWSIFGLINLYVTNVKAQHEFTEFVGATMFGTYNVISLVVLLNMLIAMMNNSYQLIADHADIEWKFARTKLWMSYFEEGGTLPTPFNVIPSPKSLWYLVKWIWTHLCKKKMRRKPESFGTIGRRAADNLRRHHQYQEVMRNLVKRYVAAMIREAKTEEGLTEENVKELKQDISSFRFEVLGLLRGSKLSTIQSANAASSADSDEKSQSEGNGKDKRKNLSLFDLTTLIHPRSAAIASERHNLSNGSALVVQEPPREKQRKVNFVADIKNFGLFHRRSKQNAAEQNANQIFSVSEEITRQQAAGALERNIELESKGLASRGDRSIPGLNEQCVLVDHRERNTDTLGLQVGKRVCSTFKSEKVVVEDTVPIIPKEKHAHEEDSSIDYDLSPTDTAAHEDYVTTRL
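Assay system – HEK293 line stably carrying TRPC4beta and mu-opioid receptor · Doses – single dose · Detection – Fluo4 calcium-dye fluorescence, kinetic read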
ANO1 activ – TMEM16A chloride channel activators or potentiators, primary screen, cell-based, HTS; 340,000 tested, 0.3% active; HEK293 TMEM16A/YFP-H148Q/I152L, iodide quench fluorescence; hits give low values; B-score at 10 µM;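 active = fluorescence-ratio B-score plate-corrected deviation score at least 3 library SD below zero, with starting fluorescence score within 5 deviations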;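 note: channel opened by trigger with iodide after compound preincubation; score built on the fluorescence ratio of max minus min over baseline; more negative score means more quench and so TMEM16A activation or potentiation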
TRPC4 agonist – activators of mouse TRPC4 channel, primary screen, Fluo4 calcium, HEK293 TRPC4beta/mu-opioid cells | Short transient receptor potential channel 4 (Mus musculus), Q9QUQ5 | Fluo4 calcium fluorescence; hits give high values | B-score at 10 µM | 310,000 tested, 0.49% active;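 active = B-score above 5 SD of library B-scores, and initial fluorescence ratio not above library mean plus 5 SD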;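 note: positive B-score marks a calcium rise read as TRPC4 activation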
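Assay system – TRPC4beta and mu-opioid receptor HEK293 stable cells · Measured by – Fluo4 fluorescence, kinetic · Schedule – dye loading 45 min room temperature, 110 s kinetic read · Read-out – B-scored integrated calcium fluorescence ratio · Controls – buffer and maximal DAMGO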
SKKanGAS inh – S. pyogenes SKKanGAS growth inhibitors in kanamycin, primary screen, streptokinase expression inhibitor project, SKKanGAS strain, BacTiter-Glo luminescence | 6 h | inhibition, % at 7.5 µM | 300,000 tested, 1.3% active | AID 1662, 2009;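 active = mean replicate score, as percent of positive control median, at least 50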;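 note: strain carries kanamycin resistance gene driven by streptokinase promoter and grows in 40 µg/ml kanamycin; loss of luminescence reflects streptokinase promoter inhibition or plain growth inhibition; 0% = median of DMSO wells and 100% = positive control at its reference dose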
ANO1 block – TMEM16A chloride channel inhibitors, primary screen, cell-based, HTS | Anoctamin-1 (Mus musculus), Q8BHY3 | HEK293 TMEM16A/YFP iodide influx fluorescence, ionomycin | normalized B-score (activity score, 25-100; higher = stronger inhibition) at 10 µM | 310,000 tested, 1.2% active | AID 588511, 2011;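 active = ratio plate-corrected score three or more library SD toward inhibition, starting fluorescence score within five deviations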;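 note: score derived from kinetic fluorescence span divided by baseline fluorescence per well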
MrgX1 agonist – agonists of human MrgX1 receptor, primary screen, HEK293 cells, Fluo-4 calcium flux | Mas-related G-protein coupled receptor member X1 (Homo sapiens), Q96LB2 | B-score at 10 µM | AID 588627, 2011 | Fluo-4 calcium fluorescence, agonist mode; hits give high values | 310,000 tested, 0.44% active;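 active = calcium response B-score plate-corrected fluorescence ratio at least 3 library SD, with starting fluorescence B-score inside 5 SD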
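Test system: Stable human MrgX1 HEK293 cell line | Schedule: Overnight plating before 1 h dye loading | Read-out basis: Baseline-normalised fluorescence change ratio, B-scored | Detection: Kinetic calcium dye fluorescence, Fluo-4 NW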
TRPC4 potent – positive allosteric modulators of TRPC4, primary screen, cell-based, mouse TRPC4beta, HEK293 mu-opioid, Fluo-4 calcium; DAMGO EC20, Fluo-4 Ca2+ flux; hits give high values; B-score at 10 µM; 310,000 tested, 0.42% active; AID 2227, 2009;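 active = B-score of calcium response area above 5 SD of library B-scores, with initial fluorescence ratio within 5 SD of library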;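 note: B-score of integrated fluorescence ratio over time as area under calcium response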
MrgX1 antag – antagonists of human MrgX1 receptor, primary screen, HEK293 cells, Fluo-4 calcium flux; 310,000 tested, 1.3% active; BAM8-22 antagonism; hits give low values; Mas-related G-protein coupled receptor member X1 (Homo sapiens), Q96LB2; B-score at 10 µM; AID 588676, 2011;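 active = calcium-response B-score plate-corrected more than 3 library SD below zero, starting fluorescence within 5 deviations, no agonist response on first addition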;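 note: peak minus trough fluorescence over baseline after final BAM8-22 challenge near maximal dose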
TRPC6 inhibitor – mouse TRPC6 channel inhibitors, primary screen, cell-based, HEK293, membrane potential dye. ACh-evoked depolarization; hits give low values. B-score at 10 µM. 310,000 tested, 1.1% active. AID 2553, 2010;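 active = B-score under library mean minus 3 SD, initial fluorescence not abnormally high, positive integrated signal ratio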;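 note: B-score derived from integrated fluorescence ratio over the kinetic read; more negative B-score means stronger inhibition of depolarization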
TRPC6 activator – mouse TRPC6 channel activators, primary screen, cell-based, HEK293, membrane potential dye. HEK293-TRPC6 membrane potential dye fluorescence; hits give high values. AID 2550, 2010. B-score at 10 µM. 310,000 tested, 0.13% active;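 active = B-score of the integrated fluorescence ratio above library mean plus 3 SD, and starting fluorescence ratio within library mean plus 5 SD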;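 note: higher score means more depolarization so channel activation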
MrgX1 PAM – positive allosteric modulators of MrgX1, primary screen, HEK293 cells, Fluo-4 calcium flux | FDSS; hits give high values | B-score at 10 µM | 310,000 tested, 0.63% active | AID 588675, 2011;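 active = plate-corrected calcium response at least 3 library SD above typical, normal starting fluorescence, not activating the receptor alone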;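 note: compound read alongside a low EC10 to EC30 dose of BAM8-22 agonist; peak minus trough fluorescence over baseline measured at the second addition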
* marks the source's active call; other numbers are inactive results; i = inactive; nt = not tested or not shown. This is a random part of the collection; 6.7% or so of the library scored in one or more.

compound,TRPC4 inh,ANO1 activ,TRPC4 agonist,SKKanGAS inh,ANO1 block,MrgX1 agonist,TRPC4 potent,MrgX1 antag,TRPC6 inhibitor,TRPC6 activator,MrgX1 PAM
CCOC(=O)c1n[nH]n(-c2cc(Cl)cc(Cl)c2)c1=O,i,i,i,-12.9,i,i,i,i,i,i,i
Cc1ccc(C(=O)Nc2ccc3c(c2)OCCO3)c(Cl)c1,i,i,i,3.1,i,i,i,i,i,i,i
COc1cc(/C=N/n2c(C3CCCCC3)n[nH]c2=S)ccc1O,i,i,i,3.6,i,i,i,i,i,i,i
Cc1ccc(C)c(-c2ccc(=O)n(Cc3cccc(Br)c3)n2)c1,i,i,i,34.8,i,i,i,i,i,i,i
Cc1nc(N2CCN(C(=O)c3ccco3)CC2)c2c3c(sc2n1)CCC3,i,i,i,1.3,i,i,i,i,i,i,i
S=C(Nc1cc(Cl)cc(Cl)c1)NC1CCN(Cc2ccccc2)CC1,i,i,i,15.8,i,i,i,i,i,i,i
CN(c1ccccc1)S(=O)(=O)c1cccc(C(=O)Nc2nccs2)c1,i,i,i,5.2,i,i,i,i,i,i,i
Cc1ccccc1Oc1nc2c(C)cccn2c(=O)c1/C=C(\C#N)C(=O)Nc1c(C)n(C)n(-c2ccccc2)c1=O,i,i,i,2.2,i,i,i,i,i,i,i
Cc1ccc(S(=O)(=O)N(C)c2ccc(C(=O)Nc3ccccn3)cc2)cc1,i,i,i,-5.0,i,i,i,i,i,i,i
O=C(/C=C/c1ccccc1)NNC(=O)c1ccco1,i,i,i,-3.2,i,i,i,i,i,i,i
Cc1ccc(NC(=O)CSCC(=O)N(C)CC(=O)Nc2cccc3ccccc23)cc1,i,i,i,17.7,i,i,i,i,i,i,i
Cn1cnc([N+](=O)[O-])c1Cl,i,i,i,-5.0,i,i,i,i,i,i,i
CN1CCN(c2ccc(NC(=O)CSc3nnnn3-c3ccccc3Cl)cc2)CC1,i,i,i,8.9,i,i,i,i,i,i,i
Cc1cc(C)n(-c2ccc(C(=O)Nc3cccnc3Cl)cc2)n1,i,i,i,-11.5,i,i,i,i,i,i,i
COc1ccc(OC)c(-n2c(SCC(N)=O)nnc2-c2c[nH]c3ccccc23)c1,i,i,i,-5.4,i,i,i,-6.73*,i,i,i
COc1ccc(NC(=O)CC2C(=O)NCCN2C(=O)Nc2ccc(C(F)(F)F)cc2)cc1 (stereo not given),i,i,i,-8.5,i,i,i,i,i,i,i
COc1ccc(Cc2nnnn2CC(=O)O)cc1,i,i,i,6.5,i,i,i,i,i,i,i
Cn1c(=NC(=O)c2ccco2)sc2ccccc21,i,i,i,9.0,i,i,i,i,i,i,i
O=C(Cc1c[nH]c2ccccc12)NCc1ccc(Cl)cc1,i,i,i,10.4,i,i,i,i,i,i,i
CCCN(CCC)CCOc1cc(C)ccc1C(C)C,i,i,i,2.9,i,i,i,i,i,i,i
CN(C)c1ncc(S(=O)(=O)c2ccc(Cl)cc2)c(-c2ccc(Cl)cc2Cl)n1,i,-7.69*,i,28.7,i,i,i,i,i,i,i
CCOC(=O)c1c(C)[nH]c(C)c1S(=O)(=O)NCC1CCN(Cc2ccc(C)cc2)CC1,i,i,i,-0.9,i,i,i,i,i,i,i
Cc1c(Cl)cccc1NC(=O)CCC(=O)N/N=C/c1ccco1,i,i,i,-1.5,i,i,i,i,i,i,i
COc1cc(C(F)(F)F)c(C(=O)N(C)Cc2ccc(Cl)c(Cl)c2)cn1,i,i,i,16.3,i,i,i,i,i,i,i
Clc1ccccc1N1CCN(c2ncnc3nc[nH]c23)CC1,i,i,i,0.2,i,i,i,i,i,i,i

Continued:
compound,TRPC4 inh,ANO1 activ,TRPC4 agonist,SKKanGAS inh,ANO1 block,MrgX1 agonist,TRPC4 potent,MrgX1 antag,TRPC6 inhibitor,TRPC6 activator,MrgX1 PAM
O=C(Cc1ccc(S(=O)(=O)N2CCOCC2)s1)NCC1CCCCC1,i,i,i,-2.4,i,i,i,i,i,i,i
Nn1c(SCC(=O)Nc2nccs2)nncc1=O,i,i,i,-3.2,i,i,i,i,i,i,i
O=C(NNC(=O)c1ccc(O)cc1O)c1ccc(Cl)cc1,i,i,i,5.3,i,i,i,i,i,i,i
CCc1nnc(NC(=O)CSc2nnc(CNc3ccc(OC)cc3)n2C)s1,i,i,i,4.9,i,i,i,i,i,i,i
COc1ccc(CC(=O)Nc2ccc(-c3nc4cc(C)ccc4o3)c(O)c2)cc1OC,i,i,i,2.3,i,i,i,i,i,i,i
CC(NC(=S)NC1CCCCC1)c1ccccc1 (stereo not given),i,i,i,4.6,i,i,i,i,i,i,i
CC(C)SCCCCOc1ccc2ccccc2c1,i,i,i,-9.5,i,i,i,i,i,i,i
Cc1cccc(NC(=O)CCC(=O)N/N=C/c2ccco2)c1,i,i,i,-0.2,i,i,i,i,i,i,i
CCN(CC)CC(O)COC(c1ccccc1)c1ccccc1 (stereo not given),i,i,i,-5.9,i,i,i,i,i,i,i
CS(=O)(=O)N(CC(=O)N1CCCC1)Cc1ccccc1,i,i,i,-1.7,i,i,i,i,i,i,i
O=c1oc(-c2ccco2)nc2sc3c(c12)CCCCC3,i,i,i,-2.8,i,i,i,i,i,i,i
O=C(NCC1CCCO1)c1ccc(NC(=O)c2cccc([N+](=O)[O-])c2)cc1 (stereo not given),i,i,i,5.1,i,i,i,i,i,i,i
Cc1ccc2c(c1)cc(C)c1nnc(SCC(=O)NCc3ccco3)n12,i,i,i,-0.9,i,i,i,i,i,i,i
CCCc1cc(=O)[nH]c(SCC(=O)Nc2sc3c(c2C#N)CCCC3)n1,-6*,i,i,9.6,i,i,i,i,i,i,i
O=C(CSc1nnc(-c2ccccc2)c(-c2ccccc2)n1)Nc1ncc(Cl)cc1Cl,i,i,i,6.8,i,i,i,i,i,i,i
O=C(CS(=O)(=O)Cc1ccccc1)N1CCc2ccccc2C1,i,i,i,-3.3,nt,nt,i,nt,i,i,nt
CCCc1cc(C(=O)N2CCC(N3CCC(C(=O)NC(C)C)CC3)CC2)n(C)n1,i,i,i,5.6,i,i,i,i,i,i,i
NNC(=O)c1ncoc1-c1ccc(Cl)cc1,i,i,i,-4.1,i,i,i,i,i,i,i
Cc1ccc(C(=O)NC(C(=O)Nc2cccc(S(N)(=O)=O)c2)C(C)C)cc1 (stereo not given),i,i,i,-21.4,i,i,i,i,i,i,i
Nc1c(N=O)c(=O)[nH]c(=O)n1-c1ccccc1,i,i,i,-0.4,i,i,i,i,i,i,i
C#CC(CC)(CC)NC(=O)Nc1ccccc1C(=O)OC,i,i,i,-4.8,i,i,i,i,i,i,i
Cc1ccc2c(c1)Sc1ccccc1CC2=O,i,i,i,37.7,i,i,i,i,i,i,i
CCOC(=O)CN(C(=O)CNC(=O)c1cccs1)C(C(=O)NC1CCCC1)c1ccncc1 (stereo not given),i,i,i,1.8,i,i,i,i,i,i,i
Cc1sc2ncnc(N3CCN(CCOc4ccc(Cl)cc4)CC3)c2c1C,i,i,i,1.5,100*,i,i,i,i,i,i
CC(=O)NS(=O)(=O)c1cccnc1Nc1cccc(Cl)c1,i,i,i,-2.2,i,i,i,i,i,i,i

Next section
compound,TRPC4 inh,ANO1 activ,TRPC4 agonist,SKKanGAS inh,ANO1 block,MrgX1 agonist,TRPC4 potent,MrgX1 antag,TRPC6 inhibitor,TRPC6 activator,MrgX1 PAM
CC1(C)CC(NC(=O)C23CCC(C)(C(=O)C2=O)C3(C)C)CC(C)(C)N1 (stereo not given),i,i,i,-0.4,i,i,i,i,i,i,i
Cn1nc(C(F)(F)F)c(-c2ccc(F)cc2)c1NC(=O)c1cccnc1,i,i,i,-3.7,i,i,i,i,i,i,i
O=C(COc1ccccc1)N1CCCCCCC1,i,i,i,1.3,i,i,i,i,i,i,i
COc1cccc(C(=O)NCC(=O)N/N=C/c2cccs2)c1,i,i,i,2.4,i,i,i,i,i,i,i
Cc1ccc(C(=O)N[C@H](C(=O)OCC(=O)Nc2cccc(S(N)(=O)=O)c2)C(C)C)cc1,i,i,i,-4.9,i,i,i,i,i,i,i
CC(=O)c1cccc(NC(=O)N2CCC(NC(=O)C34CC5CC(CC(C5)C3)C4)CC2)c1,i,i,i,1.3,i,i,i,i,i,i,i
Cc1c(NC(=O)CN2C(=O)NC3(CCCCC3)C2=O)c(=O)n(-c2ccccc2)n1C,i,i,i,-9.8,i,i,i,i,i,i,i
O=c1cc(-c2c(O)c3ccccc3n(Cc3ccccc3)c2=O)[nH][nH]1,i,i,i,29.7,i,i,i,i,i,i,i
CC(C)OC(=O)c1cc(-c2ccc(C=O)o2)ccc1Cl,i,i,i,1.9,i,i,i,i,i,i,i
O=C1S/C(=C\c2ccc(N3CCOCC3)o2)C(=O)N1c1ccccc1,i,i,i,-9.6,i,i,i,i,i,i,i
CC(C)CC1NC(=S)N(C2CCCCC2)C1=O (stereo not given),i,i,i,2.5,i,i,i,i,i,i,i
O=C1CC(NCc2ccc(F)cc2)C(=O)N1c1ccccc1 (stereo not given),i,i,i,8.2,i,i,i,i,i,i,8.11*
Cn1c(-c2ccc3c(c2)OCO3)cnc1NC(=O)CCC(=O)NCCc1ccccc1,i,i,i,-0.5,i,i,i,i,i,i,i
Cn1c2ccc(Br)cc2c2nnc(SCC(=O)O)nc21,i,i,i,-2.0,i,i,i,i,i,i,i
Cc1cccc(C(=O)NC2CCCCCCC2)c1,i,i,i,6.6,i,i,i,i,i,i,i
COc1ccc(-n2c(=S)[nH]c3sc(-c4ccccc4)cc3c2=O)c(OC)c1,i,i,i,12.9,i,i,i,i,i,i,i
Cn1c(SCc2ccccn2)nc2c1c(=O)[nH]c(=O)n2C,i,i,i,-2.3,i,i,i,i,i,i,i
